# D3 ag: qHTS of D3 Dopamine Receptor Agonist: qHTS; D(3) dopamine receptor (Homo sapiens), P35462; D3R DiscoveRx beta-arrestin cells, luminescence, 90 min; max activation, %; actives 0.58% (n = 410,000); AID 652048, 2013; in the data active means max activation above about 30%; further: 0% is about no effect; mostly tested at two doses, the higher about 12 µM
# Target sequence (P35462 whole entry, looked up): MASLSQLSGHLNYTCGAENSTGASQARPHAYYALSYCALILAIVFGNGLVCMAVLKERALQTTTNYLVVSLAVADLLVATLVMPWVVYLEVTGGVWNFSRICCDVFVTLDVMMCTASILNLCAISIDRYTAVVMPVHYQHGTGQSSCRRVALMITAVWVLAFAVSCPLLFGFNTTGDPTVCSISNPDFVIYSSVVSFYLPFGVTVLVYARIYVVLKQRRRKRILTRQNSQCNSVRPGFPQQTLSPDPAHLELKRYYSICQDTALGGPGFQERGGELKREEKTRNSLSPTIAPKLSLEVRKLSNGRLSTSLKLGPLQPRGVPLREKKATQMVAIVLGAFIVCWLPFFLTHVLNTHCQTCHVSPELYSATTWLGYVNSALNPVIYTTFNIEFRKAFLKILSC
#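 Cells at 1500/well, incubated overnight, then treated with pinned compounds (dopamine as control) for 90 min at 37 degrees C. DiscoveRx reagent added for 30 - 60 minutes at room temperature; luminescence read.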
# TDP43 rescue: qHTS of TDP-43 Inhibitors; TDP-43 expressing yeast growth rescue, BacTiter-Glo, 24 h; Potency, µM (highest dose often 46.1 µM), without a hit: top-dose growth rescue (activation), hits mostly activators; actives 1.8% (n = 410,000); further: potency means the concentration at half of the fitted maximal effect; % of control where 0% means no effect; nearly all actives have a fitted effect of over 50% in size
#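 Cell-based yeast growth screen: TDP-43 expression induced in galactose, inoculum OD600=0.02 after raffinose pregrowth to mid-log. Read-out BacTiter-Glo luminescence at 24 hr, 30 deg C; inhibition of toxicity seen as signal increase.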
# EPAC2 agonist: qHTS for Agonist of cAMP-regulated guanine nucleotide exchange factor 4 (EPAC2): primary screen | actives 0.079% (n = 360,000) | Potency, µM (top dose mostly 154 µM), for inactives: top-dose activation, hits mostly activators | EPAC2 activation, biochemical qHTS; response scale: 100% = 6.5 mM cAMP response | AID 720711, 2013; further: potency means the concentration at half of the fitted maximal effect; nearly all actives have a fitted effect of over 50% in size
#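 In this primary screen, activation is scored as increased exchange of BODIPY-GDP from Rap1B by 100 nM EPAC2, with 50 uM GDP as competitor. Signal is normalized to the 6.5 mM cAMP agonist control.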
# DRD3 antagonist: qHTS of D3 Dopamine Receptor Antagonist: qHTS; D(3) dopamine receptor (Homo sapiens), P35462; AID 652054, 2013; actives 2.5% (n = 360,000); max response, negative = inhibition, %; D3R cells, DiscoveRx beta-arrestin luminescence, antagonist mode; hits give low values; in the data active means max response below about -50%; inconclusive means no clear call, values can overlap the other calls; further: on the % scale 0 is the no-effect control and ±100 the full control effect; mostly tested at two doses, the higher about 12 µM
#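 Cells expressing the human receptor were seeded at 1500 cells/well, incubated overnight at 37 degrees C in 5% CO2, then exposed to library compounds with dopamine controls for 90 minutes at 37 degrees C before luminescent detection.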
# Abeta yeast res: qHTS for compounds that reverse cellular toxicity of Amyloid beta (A-beta) peptide in yeast: Primary Screen; yeast expressing A-beta42, growth rescue, OD600, 48 h; response scale: 0% DMSO, 100% iron-clioquinol control; Potency, µM (highest dose often 46.1 µM), for inactives: at the highest dose growth rescue, hits mostly activators; actives 0.063% (n = 410,000); AID 1347071, 2019; further: potency means the concentration at half of the fitted maximal effect; nearly all actives have a fitted effect of over 55% in size
#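 Yeast A-beta toxicity model in growth medium with pinned compounds, 48 h at 30 C; growth read as absorbance at 600 nm. Normalized to FeCl3/clioquinol equimolar mix (positive) and DMSO (negative).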
# FUS yeast rescue: qHTS for Suppressors of FUS Proteinopathy: Primary screen using FUS-linked yeast assay. S. cerevisiae FUS-expressing, growth rescue, OD600, 24 h. Potency, µM (doses to about 76.6 µM), without a hit: top-dose growth rescue (activation), usual class: activators. actives 0.24% (n = 390,000). AID 1347120, 2019;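 further: potency means the concentration at half of the fitted maximal effect; plate controls were DMSO vehicle for no effect and reference control for full effect; nearly all actives have a fitted effect of over 55% in size; some results filed as inactive show a strong effect at the top dose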
#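 Cultures pregrown in 2.5% raffinose medium are shifted to minimal medium containing 2% galactose to express toxic FUS. Compounds are tested at several concentrations. After 24hr at 30C, growth is quantified at 600 nm absorbance.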
# EPAC2 antag: qHTS for Antagonist of cAMP-regulated guanine nucleotide exchange factor 2 (EPAC2): primary screen. Potency, µM (series often up to 114 µM), for inactives: at the highest dose activity, negative = inhibition, usual class: inhibitors. AID 720708, 2013. EPAC2 GEF exchange of Rap1B-BODIPY-GDP, fluorescence. actives 0.18% (n = 360,000); further: potency means the concentration at half of the fitted maximal effect; on the % scale 0 is the no-effect control and ±100 the full control effect; nearly all actives have a fitted effect of over 45% in size; many of its hits are not listed in these tables
# aSyn yeast inh: qHTS of alpha-syn Inhibitors; Yeast expressing alpha-synuclein, growth rescue, BacTiter-Glo, 24 h; Potency, µM (highest dose often 46.1 µM), without a hit: top-dose growth rescue (activation), hits mostly activators; actives 0.14% (n = 370,000); AID 652106, 2013; further: potency means the concentration at half of the fitted maximal effect; % of control where 0% means no effect; nearly all actives have a fitted effect of over 65% in size
#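 Rescue of yeast growth: cells expressing toxic alpha-synuclein, induced in galactose at OD600 0.02, incubated with compound 24 h at 30 C. ATP luminescence quantified growth; inhibitors of toxicity appear as activators.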
# Starred values were filed as active, the others as inactive; ? = inconclusive; . = not tested or not shown; [ ] = dose if it differs, or a comment. Unless noted, the call rests on the fitted dose curve; in most records, active means well fitted curve in the direction sought with a large enough effect; inconclusive means small, poorly fitted or top-dose-only effect, or another doubt; inactive means no such curve, though single readings can be large; an effect the other way counts as inactive or inconclusive.
SMILES,D3 ag,TDP43 rescue,EPAC2 agonist,DRD3 antagonist,Abeta yeast res,FUS yeast rescue,EPAC2 antag,aSyn yeast inh
Cc1cc(C)n(CC(=O)N/N=C/c2ccc([N+](=O)[O-])s2)n1,-0.4,-41.9%[inhibitor],-12.8%,-12.7,-18.0%,7.0%,-0.9%,4.6%
CC(/C=C1\SC(=O)N(CC(=O)Nc2ccc(O)cc2)C1=O)=C\c1ccccc1,-3.4,11.3%,3.1%,29.1,6.5%,.,-1.4%,3.8%
CCOC(=O)C1=C(C)NC(C)=C(C(=O)OCC)C1C(=O)OCC(=O)NC,5.9,11.3%,6.1%,-2.8,12.3%,-3.8%,2.2%,0.3%
Cc1ccc(NC(=O)CN(C)Cc2ccc(F)cc2)c([N+](=O)[O-])c1,-3.5,1.5%,0.4%,-25.0,-3.7%,.,-12.8%,-2.5%
FC(F)(F)c1cc(-c2ccccc2)nc2ncnn12,-1.9,11.0%,15.4%,-15.1,-5.9%,-30.9%,-7.0%,-1.6%
O=C(NCc1ccccc1)c1ccc(S(=O)(=O)N2CCCCCC2)cc1,-7.8,?,-1.5%,-13.4,6.5%,3.4%,8.6%,1.5%
COc1ccc(CN2CCN(S(=O)(=O)c3ccccc3)CC2)cc1Br,-23.0,0.3%,26.1%,?,-20.3%,0.1%,-8.2%,4.3%
CC(C)(C)C(=O)O/N=C(\N)Cc1ccc(-c2csnn2)cc1,-2.3,?,0.4%,23.4,5.7%,10.2%,1.2%,-10.4%
CCC(C)C(=O)Nc1ccc([N+](=O)[O-])cc1OC (stereo unspecified),8.9,-9.7%[9.22 µM],-3.3%,12.2,7.4%,-2.4%,-5.6%,2.2%
OCCC1CN(Cc2cccc3nonc23)CCN1C1CCCCC1 (stereo unspecified),-21.0,-17.8%,4.0%,-12.4,-4.0%,-14.8%,1.5%,-0.4%
CCc1cccc(NC(=O)C2CCN(S(=O)(=O)c3ccc4c(c3)CC(C)N4C(C)=O)CC2)c1 (stereo unspecified),-0.8,-9.3%,20.2%,-7.0,-3.4%,?,-0.6%,1.2%
Cc1cc2nc[nH]c2cc1[N+](=O)[O-],2.9,3.6%,-1.3%,14.1,-4.6%,1.5%,5.0%,-0.3%
Cc1ccc(C)c(NC(=O)CCN2CC(C)CC(C)C2)c1 (stereo unspecified),-8.5,-3.4%,-7.7%,-1.8,-22.1%,-3.6%,6.1%,9.6%
CC1=NOC(=O)/C1=C/c1ccc(O)c(Cl)c1,4.6,17.7%,6.8%,-6.1,6.2%,-0.2%,3.4%,-7.6%
COc1ccc(OCC(O)CNC(=O)c2ccc(C)cc2)cc1 (stereo unspecified),-5.5,7.0%,7.3%,-6.1,8.7%,-8.7%,-5.4%,-0.7%
CC(C)NC(=O)c1c2c(nc3ccccc13)CCCC2,-1.2,7.6%,9.6%,12.0,6.0%,-20.4%,3.6%,2.6%
CCOc1ccc(-c2cc(N)n(S(=O)(=O)c3ccc(OC)cc3)n2)cc1,-5.5,13.5%,-0.6%,0.0,-10.3%,-25.2%,-15.2%,-0.1%
CN(CC(=O)Nc1ccc(Cl)c(C(F)(F)F)c1)C(=O)c1ccccc1SCC(=O)N1CCCC1,-2.6,?,2.2%,19.8,4.2%,36.9%,-11.7%,3.9%
Cc1ccccc1N=C1SCCN1C(=O)CN1C(=O)NC2(CCCC2)C1=O,-1.3,-13.8%,8.4%,12.6,?,8.2%,-2.4%,-5.4%
CCc1ccc(CNC(=O)c2ccc3nc(C(C)C)oc3c2)cc1,0.5,12.9%,.,.,8.3%,18.3%,.,.
CC(C)(C)NC(=O)Nc1ccccc1C(N)=O,2.7,-11.3%,9.0%,-7.2,4.8%,-23.3%,-2.8%,-1.5%
COCCNC(=O)CN1c2ccccc2CC1C (stereo unspecified),-4.5,2.5%,-13.3%,11.2,1.8%,25.2%,1.0%,0.3%
CC(C)c1nc(C(=O)N2CCc3c([nH]c4ccccc34)C2c2ccccn2)cs1 (stereo unspecified),-0.5,-0.9%,18.5%,-20.8,5.6%,?,-11.4%,2.1%
COc1cccc(-c2ccc3nnc(SCC(=O)N4CCCC4)n3n2)c1,4.2,-10.4%,6.2%,-5.5,0.9%,5.3%,-2.3%,-8.8%

# Single values from the entries so far.
# D3 ag with Cc1ccccc1N=C1SCCN1C(=O)CN1C(=O)NC2(CCCC2)C1=O reads -1.3
# aSyn yeast inh with Cc1ccc(C)c(NC(=O)CCN2CC(C)CC(C)C2)c1 (stereo unspecified) reads 9.6%

# The main list resumes; the 6 compounds before the break are reprinted first.
SMILES,D3 ag,TDP43 rescue,EPAC2 agonist,DRD3 antagonist,Abeta yeast res,FUS yeast rescue,EPAC2 antag,aSyn yeast inh
Cc1ccccc1N=C1SCCN1C(=O)CN1C(=O)NC2(CCCC2)C1=O,-1.3,-13.8%,8.4%,12.6,?,8.2%,-2.4%,-5.4%
CCc1ccc(CNC(=O)c2ccc3nc(C(C)C)oc3c2)cc1,0.5,12.9%,.,.,8.3%,18.3%,.,.
CC(C)(C)NC(=O)Nc1ccccc1C(N)=O,2.7,-11.3%,9.0%,-7.2,4.8%,-23.3%,-2.8%,-1.5%
COCCNC(=O)CN1c2ccccc2CC1C (stereo unspecified),-4.5,2.5%,-13.3%,11.2,1.8%,25.2%,1.0%,0.3%
CC(C)c1nc(C(=O)N2CCc3c([nH]c4ccccc34)C2c2ccccn2)cs1 (stereo unspecified),-0.5,-0.9%,18.5%,-20.8,5.6%,?,-11.4%,2.1%
COc1cccc(-c2ccc3nnc(SCC(=O)N4CCCC4)n3n2)c1,4.2,-10.4%,6.2%,-5.5,0.9%,5.3%,-2.3%,-8.8%
O=C(NC(=S)Nc1cc([N+](=O)[O-])ccc1Cl)c1ccccc1,-28.2,8.0%,14.6%,-12.4,14.6%,30.7%,-7.5%,-4.7%
COc1ccc2cc(C(=O)NCc3ccc4c(c3)CCN4C(=O)c3ccc(F)cc3)[nH]c2c1,8.1,15.8µM*,.,.,9.0%,27.4%,.,.
Cc1ccc2c(c1)N(CCCC(=O)NCCCN1CCCC1=O)C(=O)CO2,3.1,13.9%,2.5%,10.6,5.8%,-17.5%,14.7%,-1.6%
COc1ccc(N(C(=O)c2snc(C(N)=O)c2N)C(C(=O)NCc2ccccc2)c2ccc(O)cc2)cc1 (stereo unspecified),-2.4,-16.5%,13.7%,0.3,0.3%,12.5%,2.3%,-4.3%
CC(NC(=O)C1=Cc2ccccc2OC1)c1ccccc1 (stereo unspecified),-5.8,0.0%[9.22 µM],.,.,1.3%,7.6%,.,.
CN(C(=O)COC(=O)c1cc(-c2ccco2)nc2ccccc12)C1CCS(=O)(=O)C1 (stereo unspecified),2.1,-15.9%,6.8%,-7.0,5.9%,?,-5.7%,-9.9%
OCC1(Cc2ccccc2C(F)(F)F)CCN(Cc2ccccc2)CC1,-19.5,-6.6%[0.397 µM],-1.6%,-3.9,-1.6%,4.6%,2.9%,6.7%
CN(C)c1ccc(C(=S)N2CCCCCC2)cc1,-9.9,-11.9%,14.8%,-17.1,-2.6%,33.5%,-8.1%,1.0%
CCc1sc(C(=O)Nc2nc(-c3ccccn3)cs2)cc1C,-20.5,?,16.3%,?,-86.8%[inhibitor],?,-5.3%,4.47µM*
S=c1nc(Cc2ccccc2)[nH]c2ccccc12,10.2,26.4%,0.5%,?,?,9.5%,15.9%,6.9%
Cc1ccc(C)n1-c1nc(=S)[nH][nH]1,-22.3,-23.2%,-5.1%,-15.2,9.8%,38.8%,-4.6%,1.5%
Cc1cccc(NC(=O)C2CCN(c3nccc(C)n3)CC2)c1,1.4,21.9%,-3.5%,-11.4,22.4%,18.0%,9.0%,-3.0%
COc1ccc(C(c2nnnn2C2CCCC2)N2CCN(C3CCCC3)CC2)cc1OC (stereo unspecified),-10.5,-6.1%,0.4%,40.6,3.1%[9.22 µM],-30.3%,-7.6%,-0.2%
COC(=O)c1[nH]c2ccc(C)cc2c1NC(=O)Oc1ccccc1,-1.2,-0.9%,-5.4%,-6.5,5.4%,25.7%,-22.4%,1.5%
CCCCCc1ccc(OCCC[n+]2ccccc2)c(CCCCC)c1,-32.8,20.0%,-7.2%,-15.5,-66.0%[inhibitor],33.1%,-18.2%,-42.6%[inhibitor]
O=C(c1csc2ccccc12)N1CCN(c2ccc(Cl)c(Cl)c2)CC1,2.0,5.4%,7.0%,61.0,3.5%,8.2%,-8.3%,3.9%
COc1cccc2cc(C(=O)N3CC(C)OC(C)C3)c(=O)oc12 (stereo unspecified),0.6,4.1%,3.4%,1.9,-6.9%,-3.9%,3.5%,-4.1%
CCOC(=O)C1=CN(CC2CCCO2)C=C(C(=O)OCC)C1c1ccccc1C(F)(F)F (stereo unspecified),1.4,8.0%,-7.6%,10.8,4.9%,21.6%,-11.0%,8.8%
CCOc1cc(/C=C2\SC(=N)N(c3nonc3N)C2=O)ccc1OCC(N)=O,-3.2,3.6%,0.8%,7.6,-4.7%,.,15.2%,0.5%
CN(CC(=O)Nc1ccc(C(N)=O)cc1)CC(=O)Nc1ccccc1Cl,-3.3,11.7%,-1.8%,-15.9,12.6%,.,-6.1%,4.9%
COCCCNC(=O)c1c(NC(=O)Cc2coc3cc(C)cc(C)c23)sc2c1CCCC2,-1.1,10.6%,.,.,-0.2%,6.5%,.,.
CCOC(=O)c1c(C)[nH]c(C(=O)CSc2nnc(C3CC3)n2N)c1C,0.8,9.0%,4.6%,11.7,-1.3%,26.1%,-2.1%,1.5%
CCCCn1c(=O)c2ccccc2c2ccccc2c1=O,-12.4,14.2%,2.6%,?,10.7%,14.2%,-0.8%,-38.4%[inhibitor]
NC1=NC(=O)/C(=C/c2ccc(Cl)cc2Cl)S1,-4.6,0.0%,3.6%,1.7,-9.3%,-21.3%,0.4%,-6.1%

# An excerpt, so the mix of outcomes need not match the whole.
